Pol kappa inh – blocks human DNA polymerase kappa activity | hit rate 0.53% among 400,000 | purified Pol kappa, fluorescent DNA synthesis assay, 10 min | Potency, µM (titrated, usually from 107 µM), without a hit: at the top dose activity, negative = inhibition, most hits filed as inhibitors | AID 588579 | Q9UBT6; further: potency means the concentration at half of the fitted maximal effect; on the % scale 0 is the no-effect control and ±100 the full control effect
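10 nM Pol kappa was preincubated with compounds for 15 min at room temperature. Reaction started with 50 nM (final) substrate. Fluorescence read kinetically at 0 and 10 min.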
POLB inh – blocks human DNA polymerase beta activity. P06746. Pol beta primer extension/strand displacement, fluorescence kinetic. Potency, µM (series often up to 114 µM), for the others: at the top dose activity change, negative = inhibition, usual class: inhibitors. hit rate 1.3% among 340,000. AID 485314; further: potency means the concentration at half of the fitted maximal effect; on the % scale 0 is the no-effect control and ±100 the full control effect
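Homogeneous kinetic assay of primer extension and strand displacement by 10 nM Pol beta, preincubated 15 min at room temperature with compound before 50 nM substrate (final) was added. Read at 0 and 10 min; four-parameter Hill fit.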
LDHA block – inhibitors of human lactate dehydrogenase A; purified LDHA, NADH/diaphorase-resazurin fluorescence; hits give low values; P00338; hit rate 0.15% among 480,000; AID 1347041; activity change, % (values are at about 110 or 230 µM); in the data active means activity change below about -30%; inconclusive means mostly about -25% to -30%;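 further: plate controls were DMSO wells for no effect and wells without enzyme for full effect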
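Human LDH5 at 2 nM final in Tris HCl pH 7.4 with 0.06 mM NADH and 0.2 mM pyruvate, reacted 5 minutes at room temperature. Remaining NADH coupled via diaphorase/resazurin; resorufin fluorescence read at 0 and 20 minutes, normalized to enzyme-free and DMSO wells.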
Pol eta inh – blocks human DNA polymerase eta activity. Q9Y253. recombinant Pol eta, fluorescent DNA replication assay. Potency, µM (doses to about 114 µM), for the others: top-dose activity change, negative = inhibition, most hits filed as inhibitors. hit rate 1.2% among 390,000. AID 588591; further: potency means the concentration at half of the fitted maximal effect; on the % scale 0 is the no-effect control and ±100 the full control effect
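Pol eta at 10 nM preincubated with compounds 15 min at room temperature; reaction started with fluorescent substrate (50 nM final) and read kinetically at 0 and 10 min.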
RGS4 inh – inhibitors of human regulator of G protein signaling 4 | P49798 | Transcreener GDP fluorescence polarization, RGS4-accelerated GTP hydrolysis | Potency, µM (highest dose often 114 µM), inactives show at the highest dose activity change, negative = inhibition, actives largely listed as inhibitors | hit rate 0.039% among 390,000 | AID 504845; further: potency means the concentration at half of the fitted maximal effect; on the % scale 0 is the no-effect control and ±100 the full control effect; nearly all actives have a fitted effect of over 75% in size; some results filed as inactive show a strong effect at the top dose
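MLSMR compounds (23 nl, pin-transferred) preincubated 10 min at room temperature with a 500nM (2x) first reagent, then RGS4 at 900nM (2x) plus Transcreener GDP mix added; fluorescence polarization (620/688 nm) read before and after 90 min at 30 °C.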
ERG-DNA inh – inhibitors of human ERG Ets domain-DNA interaction | hit rate 0.028% among 370,000 | Potency, µM (doses to about 76.9 µM), for the others: top-dose FP activity, negative = inhibition, actives largely listed as inhibitors | fluorescence polarization, His-ERG Ets domain / labelled DNA | P11308; active means well fitted inhibition curve with a large enough effect in the polarisation, with a control signal flat; inconclusive means small, poorly fitted or top-dose-only effect, or effect the other way, or a change in a side signal; inactive means no such curve, though single readings can be large or run the other way; the % refers to the polarisation;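 further: polarization taken with two DNA probes labelled with fluorescein and Texas red; potency means the concentration at half of the fitted maximal effect; % of control where 0% means no effect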
Target sequence (P11308 whole entry, looked up, the tested form may be a part): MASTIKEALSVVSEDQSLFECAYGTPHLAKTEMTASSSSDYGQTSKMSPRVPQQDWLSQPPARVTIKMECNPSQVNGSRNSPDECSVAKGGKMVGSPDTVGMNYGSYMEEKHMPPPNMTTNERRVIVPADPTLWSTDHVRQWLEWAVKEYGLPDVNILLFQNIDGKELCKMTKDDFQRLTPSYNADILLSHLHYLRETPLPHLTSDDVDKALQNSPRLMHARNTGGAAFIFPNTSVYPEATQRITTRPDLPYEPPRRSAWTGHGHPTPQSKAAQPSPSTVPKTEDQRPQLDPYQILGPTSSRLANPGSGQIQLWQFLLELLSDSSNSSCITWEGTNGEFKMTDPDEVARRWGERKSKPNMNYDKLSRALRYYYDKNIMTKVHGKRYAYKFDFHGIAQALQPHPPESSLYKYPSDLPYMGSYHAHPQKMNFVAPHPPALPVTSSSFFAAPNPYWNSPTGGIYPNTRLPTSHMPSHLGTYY
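His-tagged ERG Ets domain (1 uM in the protein solution; 300mM KCl, 50mM Tris-HCl, 1mM EDTA, 1mM DTT, pH 7.5) received compound, then a probe mix of 5 nM fluorescein-DNA and 100nM Texas-615-DNA. Fluorescence polarization was read for both dyes.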
Apoferritin bind – candidate novel general anesthetic via apoferritin binding. apoferritin/1-aminoanthracene competitive binding, fluorescence. hit rate 0.074% among 350,000. P02791. AID 485281. Potency, µM (top dose mostly 77.5 µM), without a hit: at the highest dose activity change, negative = displacement, actives largely listed as inhibitors; further: potency means the concentration at half of the fitted maximal effect; on the % scale 0 is the no-effect control and ±100 the full control effect; nearly all actives have a fitted effect of over 20% in size
Target sequence (P02791 2-175 limits assumed): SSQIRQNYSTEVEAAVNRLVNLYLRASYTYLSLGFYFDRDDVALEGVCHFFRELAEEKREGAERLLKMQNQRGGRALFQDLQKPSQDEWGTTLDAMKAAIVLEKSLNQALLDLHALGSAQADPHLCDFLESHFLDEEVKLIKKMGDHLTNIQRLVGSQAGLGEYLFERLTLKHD
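Horse-spleen apoferritin (10 uM) was mixed with 50% saturated 1-aminoanthracene in PBS, exposed to compounds for 10 min at room temperature, and read for fluorescence (ex 380 nm, em 535 nm). Competitive displacement was fitted with a four-parameter Hill equation.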
12-LOX inh – ALOX12 (human) lipoxygenase inhibition. P18054. purified 12hLO, xylenol orange hydroperoxide absorbance. Potency, µM (top dose mostly 108 µM), inactives show at the top dose activity change, negative = inhibition, actives largely listed as inhibitors. hit rate 1.1% among 580,000. AID 1671190; further: potency means the concentration at half of the fitted maximal effect; on the % scale 0 is the no-effect control and ±100 the full control effect
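Purified human 12hLO at 150 nM in 25 mM Hepes, 0.01% Triton X-100, pH 7.0, preincubated 15 min at room temperature with compound. Reaction started with 40 uM arachidonic acid, 30 min at room temperature. Hydroperoxide measured by Fe-xylenol orange, 573/405 nm absorbance ratio.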
APE1 inh – blocks human APE1 abasic DNA cleavage; P27695; recombinant APE1, TAMRA/BHQ-2 abasic DNA cleavage fluorescence; Potency, µM (highest dose often 65.8 µM), without a hit: at the highest dose activity change, negative = inhibition, hits mostly inhibitors; hit rate 0.35% among 350,000;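 further: potency means the concentration at half of the fitted maximal effect; plate controls were vehicle for no effect and reference inhibitor for full effect; nearly all actives have a fitted effect of over 55% in size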
Target sequence (P27695 whole entry, looked up): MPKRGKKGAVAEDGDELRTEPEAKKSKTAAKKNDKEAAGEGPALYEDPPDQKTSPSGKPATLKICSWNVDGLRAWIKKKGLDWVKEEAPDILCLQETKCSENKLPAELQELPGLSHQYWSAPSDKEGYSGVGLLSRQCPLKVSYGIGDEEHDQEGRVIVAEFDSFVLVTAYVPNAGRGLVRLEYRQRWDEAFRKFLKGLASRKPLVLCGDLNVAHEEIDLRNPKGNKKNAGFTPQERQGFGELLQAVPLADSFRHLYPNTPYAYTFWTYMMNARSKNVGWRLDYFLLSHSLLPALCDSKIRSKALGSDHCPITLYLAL
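Quantitative HTS: incision of a TAMRA/BHQ-2 double-stranded substrate bearing a tetrahydrofuran abasic site by 0.75 nM APE1 raises fluorescence. Substrate 50 nM final, added after 15 min compound preincubation at room temperature; progress as third-minus-first kinetic read difference.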
* marks the source's active call; other numbers are inactive results; ? = inconclusive; nt = not tested or not shown; & = joins results of further samples; [ ] = another dose, or the depositor's remark. Unless noted, the call rests on the fitted dose curve; in most records, active means well fitted curve in the direction sought with a large enough effect; inconclusive means small, poorly fitted or top-dose-only effect, or another doubt; inactive means no such curve, though single readings can be large; an effect the other way counts as inactive or inconclusive. An excerpt (hit frequency here may not be typical).

Value order: Pol kappa inh	12-LOX inh	RGS4 inh	ERG-DNA inh	LDHA block	Pol eta inh	APE1 inh	POLB inh	Apoferritin bind
- COc1cc(OC)cc(C(=O)c2c(C)c(C#N)c3ccccn23)c1
  -1.9%[60.1 µM]	8.5%	-12.6%	6.9%	-1.7	-9.9%	30.4%	1.4%	4.4%
- CCCSc1nnc(N2C(=O)CC(c3ccsc3)C3=C2CCCC3=O)s1 (stereo not given)
  -0.2%	273.5%[activator]	3.3%	0.9%	-8.3	-13.3%	-7.1%	2.3%	-7.2%
- O=C(O)c1ccc(NCc2ccc3c(c2)OCO3)cc1
  -9.0%	-21.1%	-33.3%	-7.4%	3.1	-2.7%	1.6%	19.6%	-21.9%
- Cc1ccc(S(=O)(=O)N2CCN(C(C(=O)Nc3ccc(F)cc3)c3ccccc3)CC2)cc1 (stereo not given)
  -7.4%	-0.4%	-12.2%	-8.7%	2.7	-7.6%	-5.1%	-17.4%	-2.0%
- Nc1ccc2[nH]ncc2c1
  -18.8%	0.8%&14.5%	-25.9%	?	2.0&71.1	-16.9%	-8.5%	24.8%	-14.1%
- Cc1ccccc1OCC(=O)NC(=S)Nc1ccc2c3c(cccc13)CC2
  -2.1%	-18.2%	-15.6%[11.4 µM]	4.6%	2.5	4.9%	-1.2%	14.1%	-3.5%
- COc1ccc(NC(=O)CCCc2nc3ccccc3c(=O)[nH]2)cc1Cl
  -9.8%	-29.8%	-12.0%	11.6%	-0.2	-9.3%	14.6%	nt	nt
- O=c1c(-c2ccc3c(c2)OCCO3)coc2c(CN3CCOCC3)c(O)ccc12
  -0.1%	0.0%	10.6%	-0.2%	-1.3	7.0%	4.7%	40.5%	-5.6%
- CC(C)(C)SC(C(=O)N1CCOCC1)c1ccc(Br)cc1 (stereo not given)
  -9.1%	-9.3%	11.1%	-1.2%	-0.1	-9.7%	51.6%[activator][12.4 µM]	-7.8%	2.0%
- O=C(CCNC(=O)c1ccc(Cl)cc1)Nc1ccccc1Cl
  -14.3%	0.0%	-20.2%	10.3%	-7.0	-14.7%	26.4%	3.4%	-8.3%
- CN(C)CCCNS(=O)(=O)c1ccc(Cl)s1
  -7.6%	-5.4%	9.5%	-2.6%	-9.3	-13.0%	2.5%	14.4%	-1.4%
- CCCCC(=O)c1c(O)c2ccccc2oc1=O
  -7.8%	?	-2.8%	3.1%	-1.0	-15.1%	13.3%	-3.1%	-8.3%
- COc1ccc(/C=C/C(=O)c2ccccn2)cc1
  -14.2%	?	-46.6%	16.1%	28.5	-20.2%	-5.1%	35.2%	-11.3%
- O=C(Nc1ccc(S(=O)(=O)Nc2ncccn2)cc1)C1CC(=O)N(c2ccccc2)C1 (stereo not given)
  -5.2%	7.0%	1.3%	0.5%	0.6	4.1%	22.0%	nt	nt
- CNc1oc(-c2ccccc2)nc1S(=O)(=O)c1ccc(C)cc1
  -3.7%	?	-0.9%	4.1%	-2.2&-1.7	-10.3%	12.5%	-2.2%	-15.7%
- CCN(CC)CCNC(=O)c1cc(Br)c(N)cc1OC
  3.6%	7.1%	6.6%	-15.2%	-7.6	1.1%	-5.9%	nt	2.6%[29.3 µM]
- CC(NC(=O)CSc1nnc(-c2cccc(S(=O)(=O)N3CCCCC3)c2)o1)C12CC3CC(CC(C3)C1)C2 (stereo not given)
  2.3%	0.4%	-0.7%	11.8%	-0.9	-16.2%	4.5%	5.2%	-6.0%
- CCOc1ccc(S(=O)(=O)N(C)CC(=O)NCCN2CCOCC2)cc1
  -0.1%	19.3%	2.9%	10.7%	-4.8	-10.5%	12.6%	-19.1%	-8.6%
- O=C(NCc1ccc(Cl)cc1)c1ccc2c(c1)NC(=O)C(CS(=O)(=O)Cc1ccccc1Cl)N2 (stereo not given)
  7.2%	-11.6%	-3.0%	0.7%	-20.5	?	nt	?	-0.6%
- Cc1ccc(-n2c(C)cc(C(=O)CSc3nnnn3C)c2C)cc1
  -2.3%	4.1%	-10.8%	-7.0%	6.2	-18.9%	-10.4%	-18.5%	-13.0%
- O=S(=O)(c1cccs1)N1CCN(c2ncccn2)CC1
  1.5%	-10.6%	5.5%	2.1%	-8.2	-3.8%	3.0%	4.5%	3.9%
- CCC(c1nnnn1C(C)(C)CC)N(CCN1CCOCC1)Cc1cc2cc(C)ccc2[nH]c1=O (stereo not given)
  -1.9%	-12.8%	-40.3%	7.1%	2.6	-17.3%	5.3%	7.8%	5.3%
- CCCc1[nH]c2ccc(C(=O)OC)cc2c1CCC
  -16.5%	-14.2%	-5.0%	-6.2%	-6.3	-19.4%	16.8%	-1.2%	-15.4%
- Cc1ccc(C(=O)O)cc1-n1c(C)cc(C=O)c1C
  ?	?	-5.7%	-5.5%	-14.7	20µM*	?	17.8µM*	-3.2%
- NS(=O)(=O)c1cc(C(=O)OCC(=O)Nc2ccccc2[N+](=O)[O-])ccc1Cl
  -5.0%	-10.4%	1.5%	10.7%	-8.2	-0.4%	-7.2%	-3.8%	-13.6%
- COc1ccc(OCc2nc3c4c(-c5ccccc5)c(-c5ccccc5)oc4ncn3n2)cc1
  -1.0%	-0.2%	-6.0%	-1.0%	0.6	-17.0%	nt	54.8%	2.9%
- CS(=O)(=O)N(CC(=O)NCc1ccccn1)c1ccc2c(c1)OCCO2
  -4.5%	-9.1%	3.7%	-11.5%	0.8	-5.8%	-3.5%	10.4%	33.4%[activator]
- Cc1nn(-c2ccccc2)c(Cl)c1/C=N/NS(=O)(=O)c1ccc(Br)cc1
  -8.7%	?	-3.0%	-1.6%	0.0	-12.3%	-14.3%	5.6%	-18.7%
- CC(C(=O)NCCc1ccc(Cl)cc1)n1c(=O)c2cccn2c2cccnc21 (stereo not given)
  -2.1%	-5.3%	-7.3%	10.5%	-2.0	-12.6%	46.0%	15.7%	-7.0%
- O=C(COC(=O)c1ccc(Br)o1)Nc1cccc(S(=O)(=O)N2CCCCC2)c1
  3.2%	?	-1.6%	3.9%	5.7	-12.3%	-12.1%	nt	nt
- O=C(c1cccc(Br)c1)N1CCCc2ccccc21
  11.3%	0.0%	-7.4%	-0.9%	1.5	-2.3%	-19.6%	1.8%	?
- COC(=O)c1ccc(CO/N=C/c2ccc(OC)cc2)o1
  -11.2%	-5.5%	26.9%	6.2%	-2.3	-8.6%	?	-2.1%	-18.5%
- CCc1ccc(-n2nc(C)c3c(C)cc(=O)n(CC(=O)Nc4ccccc4C(=O)OC)c32)cc1
  0.0%	0.5%	-1.8%	-6.4%	-2.7	-2.6%	nt	-1.1%	-2.5%
- COc1ccc(C(=O)OCC(=O)Nc2sccc2C(N)=O)cc1[N+](=O)[O-]
  -22.5%	-0.5%	-12.2%	4.8%	-0.7	-20.9%	9.7%	nt	nt
- Cc1ccc2[nH]c(=O)c(C(c3nnnn3CC3CCCO3)N3CCCc4ccccc43)cc2c1 (stereo not given)
  -16.2%	?	-35.1%	-4.8%	16.4	-9.7%	-0.4%	-3.7%	-19.7%
- Cn1c(SCC(=O)NC2CCCC2)nc2cccnc21
  0.1%	387.6%[activator][57.4 µM]	35.6%	12.6%	-3.3	7.6%	0.9%	-2.3%	-7.1%
- CC1CCCCC1NC(=O)CCn1ccc2cc(S(=O)(=O)N3CCCC3)ccc21 (stereo not given)
  0.4%	nt	7.7%	-1.1%	-1.8	-18.2%	-3.4%	22.9%	-13.9%
- Cc1[nH]c2ccccc2c1CCNS(=O)(=O)c1ccc(S(N)(=O)=O)cc1
  -5.2%	-3.8%	-19.3%	3.7%	-6.3	-14.5%	-5.4%	50.8%	-4.1%
- Cc1cc(C)cc(N(CC(=O)NC2CCCCC2)C(=O)CCCC(=O)Nc2ccccn2)c1
  -17.7%	3.2%	14.7%	21.6%	-2.9	7.1%	50.6%[activator]	24.3%	-17.1%
- COC(=O)c1ccc(NC(=O)N2CCN(c3nnc(C)c4c(C)n(-c5ccccc5)nc34)CC2)cc1
  -24.1%	?	-19.0%	0.9%	-4.0	nt	nt	-1.6%	-12.6%
- Cc1cc(C2=CC(=O)C[C@H](c3ccc4c(c3)OCO4)C2)ccc1F
  -2.6%	-18.6%	3.3%	-10.1%	-10.4	-15.9%	0.9%	nt	nt
- CCCN(CCC)CCCNC(=O)c1cn(C)c2ccc(S(=O)(=O)N3CCOCC3)cc2c1=O
  -15.5%	-12.7%	-1.1%	6.8%	-8.9	-16.2%	nt	-2.4%	-4.4%
- Cc1ccc(-n2nnnc2SCC(=O)NCCC2=CCCCC2)c(C)c1
  -9.0%	-4.2%	0.5%	6.6%	6.1	-6.8%	-0.8%	17.1%	-9.0%
- CC(C)(C)c1cc(C(=O)NNc2cccc(Cl)c2)n(Cc2ccccc2)n1
  -18.2%	20.4%	-12.6%	-3.7%	1.6	?	0.1%	11.5%	6.4%
- COc1cc(-c2noc(CCC(=O)NC3CCCCC3)n2)cc(OC)c1OC
  8.0%	-2.6%	-22.4%	9.8%	0.4	-10.0%	-0.7%	18.4%	0.2%
